Screens deposited in PubChem by several laboratories.
S1P4 agonist: agonists of human S1P4 receptor | S1P4-expressing cell line, agonist reporter assay | activation, % at 4.98 µM | AID 1509 | 220,000 tested, 0.35% active | O95977; in the data active means activation above about 11%;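 further: 0% = DMSO vehicle and 100% = reference agonist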
NPY Y1 blocker: NPY-Y1 (human) receptor antagonism; P25929; HEK293-CNG Y1 cells, membrane potential fluorescence; NPY at EC95, then isoproterenol; inhibition, % at 3.6 µM; 200,000 tested, 1% active; AID 1040;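 active means inhibition above the campaign mean inhibition of all tested compounds plus 3 SD, cut at about 20% in these data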;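 further: 0% = DMSO wells given NPY plus isoproterenol and 100% = isoproterenol alone without NPY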
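Assay system: HEK293 Y1/CNG channel cell line; Doses: single compound dose of 3.6 µM, 0.4% DMSO; Timing: dye 3 h, compound 60 min room temperature, stimulation 45 min; Technique: Membrane-potential fluorescent dye readout; Measure: % inhibition of NPY effect.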
p97 inhibitor: inhibitors of human p97 ATPase; recombinant p97 ATPase, Kinase-Glo ATP luminescence, 3 h; inhibition, % at 8 µM; 220,000 tested, 0.42% active; in the data active means inhibition above about 15%;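 further: 0% = DMSO vehicle and 100% = wells lacking enzyme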
Target sequence (P55072 whole entry, looked up): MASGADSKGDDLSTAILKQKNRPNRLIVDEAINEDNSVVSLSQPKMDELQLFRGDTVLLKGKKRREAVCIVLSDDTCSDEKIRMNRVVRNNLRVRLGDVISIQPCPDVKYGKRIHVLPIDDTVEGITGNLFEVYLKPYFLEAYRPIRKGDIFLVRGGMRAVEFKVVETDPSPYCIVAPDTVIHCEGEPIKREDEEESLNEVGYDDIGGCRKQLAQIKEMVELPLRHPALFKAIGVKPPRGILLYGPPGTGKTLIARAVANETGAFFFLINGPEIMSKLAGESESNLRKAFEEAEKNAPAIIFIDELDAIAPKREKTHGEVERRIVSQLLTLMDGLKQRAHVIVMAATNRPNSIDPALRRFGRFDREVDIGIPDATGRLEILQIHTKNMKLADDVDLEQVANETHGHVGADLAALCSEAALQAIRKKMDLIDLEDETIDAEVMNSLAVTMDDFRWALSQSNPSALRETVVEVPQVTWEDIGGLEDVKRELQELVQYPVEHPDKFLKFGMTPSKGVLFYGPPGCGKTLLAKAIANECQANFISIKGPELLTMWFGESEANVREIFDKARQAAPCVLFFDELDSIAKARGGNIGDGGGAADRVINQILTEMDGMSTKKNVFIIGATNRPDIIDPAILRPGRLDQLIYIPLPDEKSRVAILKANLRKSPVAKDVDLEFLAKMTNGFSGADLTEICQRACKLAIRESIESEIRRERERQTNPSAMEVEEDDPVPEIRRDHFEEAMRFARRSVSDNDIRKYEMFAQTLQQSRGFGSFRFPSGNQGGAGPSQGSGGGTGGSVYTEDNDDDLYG
NPY-Y2 PAM-ag: potentiates or activates human NPY-Y2 receptor | cells expressing NPY-Y2, potentiator/agonist read-out | AID 1359 | activation, % at 3.6 µM | 220,000 tested, 0.45% active | P49146; in the data active means activation above about 27%;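 further: cells stimulated with NPY near EC25 plus isoproterenol at EC100; 0% = vehicle plus submaximal agonist and 100% = vehicle plus saturating agonist; some results beyond the cut were filed as inactive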
NPY1 pot ag: potentiates or activates human NPY-Y1 receptor; P25929; activation, % at 3.6 µM; 220,000 tested, 0.37% active; NPY-Y1 expressing cells, potentiator/agonist activation; AID 1304; in the data active means activation above about 33%, passing the limit was not always enough;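 further: cells stimulated with NPY at EC10 then isoproterenol at EC100; 0% = low agonist plus stimulus and 100% = saturating agonist plus stimulus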
eIF4E 4G PPI: blocks eIF4E binding to eIF4G. P63073+Q04637. TR-FRET eIF4E-eIF4GI(517-606) binding, 2 h. inhibition, % at 21.7 µM. 220,000 tested, 0.37% active;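 active means inhibition above about 30%, limit read from the data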;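 further: 0% = full FRET control wells and 100% = background wells lacking eIF4GI fragment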
PGE2 EP2 inh: EP2 receptor (human) inhibition; C6 glioma cells expressing human EP2, cAMP TR-FRET; cells stimulated with saturating PGE2; inhibition, % at 25 µM; 260,000 tested, 0.52% active;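 active means percent inhibition above 40 after rounding to a whole number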;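 further: rat C6 glioma host cells with rolipram phosphodiesterase inhibitor present; the protocol text gives 20 µM as final concentration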
S1P4 antagonist: antagonists of human S1P4 receptor; O95977; S1P4-expressing cells, antagonist mode, reporter read-out; inhibition, % at 4.98 µM; 220,000 tested, 0.26% active; in the data active means inhibition above about 29%;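 further: 0% = wells stimulated with agonist and 100% = vehicle wells without agonist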
EP2 modulator: EP2 receptor (human) modulation; P43116; EP2-expressing cells, cAMP HTRF FRET, PGE2 co-stimulation; induction, % at 25 µM; 260,000 tested, 0.83% active;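 active means compounds whose cAMP rise, as percent of the full-agonist control response, exceeds 60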;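 further: rat C6 glioma line stably carrying human EP2 under a CMV promoter; the protocol text gives 20 µM as final concentration; 100% = response of wells given 1 µM PGE2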
Active calls of the source: *; / = not tested or not shown; & = joins results of further samples; ! = a repeat was not active; [ ] = another dose, or the depositor's remark. A portion of the library; the hit share may differ from the screen's.

A first look, 13 compounds:
SMILES	S1P4 agonist	NPY Y1 blocker	p97 inhibitor	NPY-Y2 PAM-ag	NPY1 pot ag	eIF4E 4G PPI	PGE2 EP2 inh	S1P4 antagonist	EP2 modulator
CN(C)CC1CSCCC1(O)c1ccccc1 (configuration not stated)	-3.0	0	2	-5	-2	6[fluorescence artefact?]	19	-7	-20
Cn1c(O)c(C=NC2CCCCC2)c(=O)[nH]c1=S	1.0	6	6	-5	-3	0	6	10	6
CC(C)(C)N1Cc2ccccc2C1=N	-0.5	-1	1	-16	29	-4	10	5	34
COC(=O)C1=C(C)OC(N)=C(C#N)C12C(=O)Nc1ccccc12 (configuration not stated)	2.0	-1	1	-1	13	-5	6	-19	14
CCOC(=O)N1CCN(C(C)C(=O)c2c[nH]c3ccccc23)CC1 (configuration not stated)	1.9	-1	9	9	15	-5	29	-15	16
COc1ccc2c3c([nH]c2c1)C(C)NCC3 (configuration not stated)	0.8	-4	2	10	-11	0	29	-15	-27
O=C1NC(=O)C2(Cc3ccccc3N3CCOCC32)C(=O)N1c1ccccc1 (configuration not stated)	-0.4	4	-3	-27	-24	-4[fluorescence artefact?]	4	-4	3
C=C1CC[C@@]2(O)[C@H]3Cc4ccc(O)c5c4[C@@]2(CCN3CC2CC2)[C@H]1O5	2.7	-4	0	7	10	1	13	-2	10
CCC(=NCCCn1ccnc1)c1c(O)n(-c2ccc(OC)cc2)c(=O)[nH]c1=O	-0.6	/	10	-9	2	2	13	4	10
Cc1cc(/C=C2\C(=O)NC(=O)N(c3ccc(Br)cc3)C2=O)c(C)n1C	0.9	-7	2	-11	2	7	5	-1	-10
CN1CCN(c2ccc([N+](=O)[O-])c(N)c2)CC1	-0.6	7	-3	7	-21	1[fluorescence artefact?]	8	-1	2
O=C(c1ccc(C(F)(F)F)cc1)C1CCCN(C2CCSCC2)C1 (configuration not stated)	-1.4	10	-2	-21	-8	-1	1	-6	2
Cc1ccccc1-n1c(C)cc(/C=C2/C(=O)NC(=O)N(Cc3ccco3)C2=O)c1C	0.2	-4	-2	-4	4	4[fluorescence artefact?]	10	2	52

The listing, from the start:
SMILES	S1P4 agonist	NPY Y1 blocker	p97 inhibitor	NPY-Y2 PAM-ag	NPY1 pot ag	eIF4E 4G PPI	PGE2 EP2 inh	S1P4 antagonist	EP2 modulator
CN(C)CC1CSCCC1(O)c1ccccc1 (configuration not stated)	-3.0	0	2	-5	-2	6[fluorescence artefact?]	19	-7	-20
Cn1c(O)c(C=NC2CCCCC2)c(=O)[nH]c1=S	1.0	6	6	-5	-3	0	6	10	6
CC(C)(C)N1Cc2ccccc2C1=N	-0.5	-1	1	-16	29	-4	10	5	34
COC(=O)C1=C(C)OC(N)=C(C#N)C12C(=O)Nc1ccccc12 (configuration not stated)	2.0	-1	1	-1	13	-5	6	-19	14
CCOC(=O)N1CCN(C(C)C(=O)c2c[nH]c3ccccc23)CC1 (configuration not stated)	1.9	-1	9	9	15	-5	29	-15	16
COc1ccc2c3c([nH]c2c1)C(C)NCC3 (configuration not stated)	0.8	-4	2	10	-11	0	29	-15	-27
O=C1NC(=O)C2(Cc3ccccc3N3CCOCC32)C(=O)N1c1ccccc1 (configuration not stated)	-0.4	4	-3	-27	-24	-4[fluorescence artefact?]	4	-4	3
C=C1CC[C@@]2(O)[C@H]3Cc4ccc(O)c5c4[C@@]2(CCN3CC2CC2)[C@H]1O5	2.7	-4	0	7	10	1	13	-2	10
CCC(=NCCCn1ccnc1)c1c(O)n(-c2ccc(OC)cc2)c(=O)[nH]c1=O	-0.6	/	10	-9	2	2	13	4	10
Cc1cc(/C=C2\C(=O)NC(=O)N(c3ccc(Br)cc3)C2=O)c(C)n1C	0.9	-7	2	-11	2	7	5	-1	-10
CN1CCN(c2ccc([N+](=O)[O-])c(N)c2)CC1	-0.6	7	-3	7	-21	1[fluorescence artefact?]	8	-1	2
O=C(c1ccc(C(F)(F)F)cc1)C1CCCN(C2CCSCC2)C1 (configuration not stated)	-1.4	10	-2	-21	-8	-1	1	-6	2
Cc1ccccc1-n1c(C)cc(/C=C2/C(=O)NC(=O)N(Cc3ccco3)C2=O)c1C	0.2	-4	-2	-4	4	4[fluorescence artefact?]	10	2	52
CC(=NCc1cccnc1)c1c(O)n(-c2ccc(Cl)cc2)c(=O)[nH]c1=O	1.6	/	6	10	-7	4	8	-5	22
CCCCCc1nc2ccccc2c(=O)n1-c1ccc(Cl)cc1[N+](=O)[O-]	-2.6	9	-2	-2	-19	3	8	0	36
CC(C)CCNC(=O)c1cc(C(=O)c2cc(F)ccc2O)cn(CCC(C)C)c1=O	0.5	-2	-2	-4	-9	3	4	22	-35
CNC(=O)N(C)c1ccc(C(O)(C(=O)OC)C(F)(F)F)cc1 (configuration not stated)	-1.2	/	4	-2	-4	1	8	-6	-6
Cc1ccccc1-n1c(C)nc2ccccc2c1=O	-0.9	-7	0	-11	7	2	6	18	-16
Cc1cc(OC(=O)CCNC(=O)OC(C)(C)C)c2c3c(c(=O)oc2c1)CCC3	-0.5	1	2	68*	-13	-2	10	0	-43
COc1ccccc1OCCCn1cc(C=O)c2ccccc21	-0.3	1	-7	-10	-3	2	8	-1	-74
CSc1ncc(CN2CCCC(C(=O)c3cccc(Cl)c3)C2)cn1 (configuration not stated)	8.8	15	-5	-21	-9	-1	3	-4	-44
COc1ccc(OCC(=O)N2CCN(C/C=C/c3ccccc3)CC2)cc1	-0.6	-2	-2	-11	-1	-1	9	0	-34
O=C(c1ccco1)c1cn(Cc2ccc(Cl)cc2)c2ccccc12	-1.6	33*	0	-26	-64	8	18	5	36
CCOP(=O)(OCC)C1(O)C(=O)Nc2ccc(Br)cc21 (configuration not stated)	0.2	5	-3	2	0	0[fluorescence artefact?]	9	-6	-4
O=C(N=Nc1c(O)[nH]c(=O)[nH]c1=O)C1COc2ccccc2O1 (configuration not stated)	0.0	0	4	-5	-16	2	7	-6	24

Carrying on.
SMILES	S1P4 agonist	NPY Y1 blocker	p97 inhibitor	NPY-Y2 PAM-ag	NPY1 pot ag	eIF4E 4G PPI	PGE2 EP2 inh	S1P4 antagonist	EP2 modulator
COCCN1C(=O)/C(=C/c2c(OC)cc(OC)cc2OC)C(=O)N(c2ccccc2)C1=O	0.1	/	7	-17	24	7	8	-8	-9
CCCC(=O)c1c(O)[nH]c(=O)[nH]c1=O	-0.5	3	-6	12	-17	6[fluorescence artefact?]	1	-1	13
C[N+](C)(C)CC(=O)Nc1ccc(Cl)cc1C(=O)c1ccccc1	0.2	0	2	4	15	1	5	-6	25
CN1C(=O)C(=Cc2ccc(N3CCCCCC3)cc2)C(=O)N(C)C1=O	0.3	/	8	7	-8	-7	15	5	-16
Brc1ccc2c(c1)C(OC1CN3CCC1CC3)c1ccccc1CS2 (configuration not stated)	-2.0	13	7	14	-12	5	3	-2	-8
CCCCn1c(O)c(/C=C/C=Nc2ccccc2)c(=O)[nH]c1=O	1.6	5	3	-12	1	-1	6	-1	9
CC1CCCN(C(=O)CN2C3CCC2CC(O)(c2ccc(F)cc2)C3)C1 (configuration not stated)	-0.2	5	2	-2	1	1	1&5	3	3&-13
CC(=O)O[C@]1(c2ccccc2)CCN(C)[C@H]2CCCC[C@@H]21	1.6	2	-7	-19	-10	1	8	1	9
C/C(=N\N1CCCCC1)c1c(O)[nH]c(=O)[nH]c1=O	-2.8	3	1	5	9	3	12	-8	17
Cc1cccn2c(=O)c3cc(C(=O)N4CCC5(CC4)OCCO5)n(C)c3nc12	2.2	3	-2	-7	-19	-3	/	-4	45
C/C(=N\NC(=O)c1ccccc1O)c1c(O)n(Cc2ccccc2)c(=O)[nH]c1=O	-0.1	/	10	-3	-5	-2	6	0	-13
O=C1NC(=O)C(CCc2ccncc2)(CCc2ccncc2)C(=O)N1CCc1ccccc1	1.0	0	1	-5	0	-2	0	0	5
O=c1[nH]c(=O)n(-c2cccc(Cl)c2)c(O)c1C=NCCCN1CCOCC1	1.6	-4	7	11	-1	-4	-6	-14	16
O=[N+]([O-])c1cc(-c2ccc([As](=O)(O)O)cc2)ccc1[As](=O)(O)O	2.2	/	2	-12	6	-1	47*!	-13	-3&10
O=C1NC(=O)N(CCc2ccc(F)cc2)C(=O)/C1=C\C=C\c1ccccc1	1.4	6	5	-5	1	-2	12	-15	-18
CCCCn1c(O)c(C=NCCCn2ccnc2)c(=O)[nH]c1=O	0.5	-5	10	0	-30	-1	18	-18	25
CSC1=NP(=S)(SC)N(C)c2nc3n(c21)CCC3 (configuration not stated)	3.6	-8	-1	30	43*	5	29	-6	34
Cc1ncc([N+](=O)[O-])n1CCOc1nonc1N	1.7	0	10	1	14	0	7	-6	8
O=c1c2ccccc2nc(CNCC2CCCO2)n1-c1ccc(F)cc1 (configuration not stated)	1.4	8	-1	-3	-9	2	16	-15	7
CCCn1ncc(CN2CCCC(C(=O)c3cccc(OC)c3)C2)c1C (configuration not stated)	-0.4	3	4	0	-15	1	5	-15	-71
CC(=O)NC(Cc1ccc(N(CCCl)CCCl)cc1)C(=O)NCC(=O)NCC(=O)O (configuration not stated)	-0.6	6	5	8	17	1	6	2	8
O=C1NC(=O)N(c2ccc(F)cc2)C(=O)/C1=C/c1ccc(N2CCOCC2)cc1	1.1	-1	1	-12	-3	2	4	-1	-42
Cc1cc(OC(=O)N(C)C)nc2c1c(C)nn2C	0.4	/	3	-11	15	0	5	2	20
CC1CN2c3ccc([N+](=O)[O-])cc3CC3(C(=O)N(C)C(=O)N(C)C3=O)C2C(C)O1 (configuration not stated)	1.3	/	7	-13	9	-2	12	-25	18
CCCCn1c(O)c(C(CC)=NCc2cccnc2)c(=O)[nH]c1=O	-0.3	0	4	13	-1	2[fluorescence artefact?]	10	3	15

Further compounds
SMILES	S1P4 agonist	NPY Y1 blocker	p97 inhibitor	NPY-Y2 PAM-ag	NPY1 pot ag	eIF4E 4G PPI	PGE2 EP2 inh	S1P4 antagonist	EP2 modulator
Cn1c(=O)n(CC(=O)N2CCC3(CC2)OCCO3)c(=O)c2ccccc21	-0.1	0	2	15	8	-2	9	-2	19
Cc1nc(SCc2c(Cl)cccc2Cl)nc(OC(=O)N(C)C)c1C	0.5	/	-11	12	-1	2	3	3	16
Cc1cc(C)cc(N2C(=O)NC(=O)/C(=C\c3cccn3-c3ccccc3)C2=O)c1	0.4	-5	2	13	8	-1[fluorescence artefact?]	15	-6	-66
O=C(CN1CCCCC1)c1ccc(OC(F)F)cc1	-0.6	7	0	-1	-4	-2	14	-20	8
O=C(O)c1ccc2c(c1)C1C(Cl)C(Sc3ccccc3[N+](=O)[O-])CC1C(c1cccc([N+](=O)[O-])c1)N2 (configuration not stated)	1.0	-1	15*	7	-2	1	8	25	8
O=C(Nc1ccc(F)cc1F)c1cccnc1Oc1cccc(C(F)(F)F)c1	-0.9	-2	0	12	-15	0	4	1	43
O=C(O)c1nonc1-c1nonc1C(=O)O	1.9	6	1	-13	12	3	3	1	13
Cc1ccc(-c2ccc(=O)n(CC(=O)N3CCC4(CC3)OCCO4)n2)cc1	-0.7	0	0	0	0	-4	8	18	-3
O=C1N(c2nncs2)CCN1[N+](=O)[O-]	1.4	/	3	-6	-10	6	10	0	5
Cc1cc(/C=C2\C(=O)NC(=O)N(C)C2=O)c(C)n1-c1ccc2c(c1)OCO2	1.4	5	-3	-12	-16	-1	12	15	6
COc1ccc(OCC(=O)N2CCN(C(C)C)CC2)cc1	-0.7	1	1	-9	-23	-1	18	-12	-13
O=S(=O)(c1ccc(F)cc1)N1CCCC1c1cccnc1 (configuration not stated)	2.3	/	7	2	-12	-1	6	6	0
